# Screens as filed in PubChem.
# Epigenetic mod = epigenetic modulators derepressing GFP locus in mouse cells. mouse C127i GFP locus derepression, cytometry, 30 h. Potency, µM (series often up to 46.1 µM), inactives show top-dose GFP derepression (activation). 0.09% of 68,000 active; note: % of control where 0% means no effect
#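 Locus derepression in mouse mammary C127i cells whose integrated CMV-GFP reporter is normally silent; GFP expression after 30 h compound treatment was quantified by counting fluorescent cells.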
# Casp7 inh = allosteric or competitive inhibitors of human caspase-7; recombinant caspase-7, Ac-DEVD-AFC fluorescence rate; Potency, µM (series often up to 57.5 µM), inactives show at the top dose activity change, negative = inhibition, hits mostly inhibitors; 0.02% of 75,000 active; AID 889; P55210; active = well fitted inhibition curve with a large enough effect in the main read-out, with a control signal flat, not every such curve was filed as active; inconclusive = small, poorly fitted or top-dose-only effect, or a change in a side signal; note: potency is the fitted concentration of half-maximal effect; % of control where 0% means no effect
# 4-MU autofl = 4-MU region autofluorescence; max dye-equivalent concentration, M; compound autofluorescence, 340/450 nm, 4-MU equivalents; active compounds read high; 11% of 59,000 active; in the data active = max dye-equivalent concentration above about 10 nM; inconclusive = mostly about 1.1 nM to 9.6 nM
#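 Compounds in 100 mM Tris, pH 8.0, sat 15 min at room temperature before fluorescence was read at 340 nm excitation/450 nm emission; a per-plate six-point 4-MU standard curve converted signals to dye-equivalent concentration at each compound concentration.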
# A350 autofl = compounds fluorescent in Alexa 350 spectral region | Compound autofluorescence, 340/450 nm, Alexa 350 dye-equivalents; active compounds read high | max dye-equivalent concentration, M | 11% of 59,000 active | AID 590; in the data active = max dye-equivalent concentration above about 10 nM; inconclusive = mostly about 1.1 nM to 9.6 nM
# Fluorescein fluor = compound autofluorescence in fluorescein spectral region. Compound autofluorescence, 480/540 nm, fluorescein-equivalent; active compounds read high. max fluorescein-equivalent concentration, M. 0.91% of 59,000 active; in the data active = max fluorescein-equivalent concentration above about 10 nM; inconclusive = between about 1.1 nM and that limit
#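 In this qHTS profile, compound fluorescence was measured with a 480 nm/540 nm filter pair following a 15-min room-temperature incubation in 100 mM Tris (pH 8.0). A six-point fluorescein series on each plate served for normalization.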
# BRCT inh green = BRCA1 BRCT-phosphoprotein interaction inhibition; BRCA1 BRCT-phosphopeptide binding, green fluorescence polarization; Potency, µM (series often up to 76.9 µM), for inactives: top-dose activity change, negative = inhibition, hits mostly inhibitors; 0.05% of 75,000 active;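 note: potency is the fitted concentration of half-maximal effect; plate controls were peptide without protein for full effect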
#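 Fluorescence polarization: His-tagged BRCT (~35 kDa BRCA1 C-terminus, 250 nM) bound to 100 nM fluorescein-labeled phosphorylated 10-aa BACH1 peptide, pH 7.3 phosphate buffer with DTT and Tween 20. Compounds incubated 12 min at room temperature; inhibition read as lowered polarization.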
# HEK293 cAMP ctrl = raises cAMP in parental HEK293 cells, TSHR agonist counter-screen; parental HEK293 CNG cAMP sensor, membrane potential fluorescence; Potency, µM (titrated, usually from 57.1 µM), for the others: at the highest dose activation, hits mostly activators; 2.5% of 73,000 active; AID 938; note: potency is the fitted concentration of half-maximal effect; % of control where 0% means no effect; nearly all actives have a fitted effect of over 55% in size
#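 Parental HEK 293 cells stably expressing a modified CNG channel (no TSHR) report cAMP rise as membrane depolarization. Membrane potential dye with 100 uM RO 20-1724 was loaded for 60 min at room temperature, then compound added for 30 min; fluorescence read at 590 nm.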
# Ub-GFP proteasome = ubiquitin-GFP accumulation via proteasome inhibition; Ubiquitin-GFP reporter cells, proteasome inhibition, GFP fluorescence; response scale: untreated = 0%, 10 µM MG-132 = 100%; Potency, µM (series often up to 45.9 µM), for inactives: top-dose activation (GFP accumulation), most hits filed as activators; 67,000 tested, under 10 active; AID 526; active = well fitted activation curve with a large enough effect, not every such curve was filed as active; inconclusive = small, poorly fitted or top-dose-only effect, or another doubt; inactive = no such curve, though single readings can be large or run the other way; note: potency is the fitted concentration of half-maximal effect
#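 GFP accumulation read-out: laser plate cytometry counting ubiquitin(G76V)-GFP-expressing U2OS cells after 4 hr compound exposure at 37 °C. Titrations spanned 46 uM to 2.9 nM; 0% = basal, 100% = 10 uM MG-132; concentration-response curves fitted.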
# USP2a inhib = inhibitors of human ubiquitin-specific protease USP2a; O75604; 0.1% of 60,000 active; USP2a enzymatic assay, qHTS inhibition; Potency, µM (titrated, usually from 38.3 µM), for the others: top-dose activity change, negative = inhibition, actives largely listed as inhibitors;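 note: potency is the fitted concentration of half-maximal effect; nearly all actives have a fitted effect of over 60% in size; plate controls were DMSO for no effect and NEM full inhibition control for full effect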
#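 USP2 core (20nM final) preincubated 30 min RT with compound, then Ub-PLA2 20nM and NBD C6-HPC 20uM final added; buffer 20mM Tris-HCl pH 8.0, 2mM CaCl2. Fluorescence Ex 460/Em 535 read at 0 and 2.5 h; normalized to NEM.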
# Caspase-1 inhib = blocks human caspase-1 allosterically or competitively; Caspase-1 enzyme, Ac-WEHD-AFC fluorogenic rate; P29466; 0.03% of 75,000 active; Potency, µM (titrated, usually from 57.5 µM), inactives show at the top dose activity change, negative = inhibition, usual class: inhibitors;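 note: potency is the fitted concentration of half-maximal effect; plate controls were vehicle for no effect and no substrate for full effect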
# BRCT PPI red = inhibitors of human BRCA1 BRCT-phosphoprotein interaction (red fluorophore); 0.03% of 75,000 active; Potency, µM (top dose mostly 76.9 µM), without a hit: top-dose activity change, negative = inhibition, most hits filed as inhibitors; BRCT-phosphopeptide binding, red fluorescence polarization; note: % is set by controls: 0 for no effect and ±100 for the full control effect
#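 Rhodamine-labelled pBACH1 10-mer (100 nM) bound to BRCT domain (100 nM) at pH 7.3; compounds incubated 12 min room temperature, polarization read. Free peptide defines full inhibition; unlabelled decapeptide titrated as control.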
# Numbers without * were called inactive; i = inactive; ? = inconclusive; · = not tested or not shown; [ ] = remark or other dose. Unless noted, calls come from the whole dose curve; as a rule, active = well fitted curve in the direction sought with a large enough effect; inconclusive = small, poorly fitted or top-dose-only effect, or another doubt; inactive = no such curve, though single readings can be large; an effect the other way counts as inactive or inconclusive. These rows are one share of the data; count on the stated rates, not on these rows.
# Values in the order: Epigenetic mod | Casp7 inh | 4-MU autofl | A350 autofl | Fluorescein fluor | BRCT inh green | HEK293 cAMP ctrl | Ub-GFP proteasome | USP2a inhib | Caspase-1 inhib | BRCT PPI red
O=C(O)CCCNC(=O)OCc1ccccc1
  3% | 5% | i | i | ? | -2.5% | 1% | -2% | -6% | 1% | -1.1%
COc1cc(C(Nc2ccccn2)c2ccc3ccc(C)nc3c2O)cc(OC)c1O (stereo not drawn)
  0% | -24% | i | i | i | -1.8% | 11% | 5% | 36%[activator] | ? | -1.3%
Cc1c(C)c2ccc(OCC(=O)N(C)C)c(C)c2oc1=O
  2% | -1% | 1.8e-08M* | 1.8e-08M* | i | -0.5% | -6% | -2% | -4% | 0% | -0.7%
O=C(C1CCN(S(=O)(=O)c2ccccc2)CC1)N(CCc1ccccc1)Cc1ccco1
  -3% | -3% | i | ? | i | -0.7% | ? | 0% | 3% | -3% | 0.9%
CCN(CC)S(=O)(=O)c1ccc(C(=O)NCc2n[nH]c(=S)n2-c2ccccc2OC)cc1
  -6% | 1% | i | i | i | -1.0% | ? | -4% | 4% | 2% | 0.2%
CN1CCN(c2ncc3ncc(=O)n(C4CC4)c3n2)CC1
  10%[9.22 µM] | ? | ? | ? | i | 0.0% | 16% | -2% | 74%[activator] | ? | 0.2%
COc1cccc(-c2csc3nc[nH]c(=O)c23)c1
  0% | -1% | i | i | i | -2.2% | 14% | -4% | -8% | 1% | -0.4%
O=C(c1cccc(C(=O)N2CCc3ccccc32)n1)N1CCc2ccccc21
  -2% | -2% | · | · | · | 4.9% | ? | -13% | 25% | -1% | -1.9%
COCCNC(=O)c1cc2sc3ccccc3c2s1
  0% | 0% | i | ? | i | 2.1% | 11% | -1% | 5% | 0% | 0.6%
O=C(NC(Cc1ccccc1)C(=O)O)c1ccc(S(=O)(=O)N2CCCC2)cc1 (stereo not drawn)
  0% | 0% | i | i | i | -1.8% | 0% | 4% | 2% | -3% | -0.3%
CCN1C(=O)CC(N2CCN(c3ccc(Cl)cc3)CC2)C1=O (stereo not drawn)
  12% | -3% | · | · | · | -0.6% | 11% | 0% | 7% | -3% | 0.0%
COc1ccc2c(c1)C=CC1(O2)N(CCO)c2ccccc2C1(C)C (stereo not drawn)
  0% | -3% | i | i | i | 7.5% | 16% | -2% | -1% | -5% | 3.3%
CCOC(=O)N1CCN(Cc2nc3c(c(=O)[nH]c(=O)n3C)n2Cc2cc(C)ccc2C)CC1
  0% | -1% | i | i | i | 0.0% | 5% | 20% | 23% | 3% | -0.9%
N#Cc1c(N)oc(-c2cccs2)c1-c1cccs1
  -1% | · | i | ? | ? | -2.2% | 10% | -2% | 9% | -15% | -0.7%
Cc1cc(C)cc(NC2=NC3(CCCCC3)N=C(N)N2)c1
  0% | -1% | · | · | · | -1.7% | 12% | 3% | -1% | -10% | -0.4%
CC(=O)Nc1cc2c(cc1C(=O)c1ccc(C)cc1)OCCO2
  0% | 0% | i | i | i | -0.1% | 14% | -4% | -4% | 3% | -1.2%
O=C(CN1C(=O)c2ccccc2S1(=O)=O)NCCC1=CCCCC1
  0% | 1% | i | i | ? | -0.8% | 5% | 2% | 1% | 0% | -1.0%
Cc1ccc(-c2nc(C3CCCN(S(=O)(=O)c4ccc(C(F)(F)F)cc4)C3)no2)cc1 (stereo not drawn)
  -1% | -1% | i | i | i | -0.5% | 14% | -12% | 8% | 1% | 0.1%
CN(C)C(=O)CSc1cccc2cccnc12
  ? | -1% | 4.5e-08M* | 3.9e-08M* | i | -0.4% | -4% | -3% | 4% | -1% | -0.2%
CCOC(=O)C1=C(C)N=C2SCCC(=O)N2C1c1cc(Br)ccc1OC (stereo not drawn)
  1% | 1% | i | i | i | 0.3% | 6% | 2% | 29% | -2% | 0.8%

# (cont.)
# Values in the order: Epigenetic mod | Casp7 inh | 4-MU autofl | A350 autofl | Fluorescein fluor | BRCT inh green | HEK293 cAMP ctrl | Ub-GFP proteasome | USP2a inhib | Caspase-1 inhib | BRCT PPI red
COc1cccc(CNC(=O)CCS(=O)(=O)c2cccc3nsnc23)c1
  2% | -1% | i | i | i | 0.7% | -3% | -1% | 1% | 0% | 2.1%
COC(=O)c1ccc(C(NC(=O)OCc2ccccc2)/C(I)=C/[C@@H](C)C(=O)NCc2ccc(OC)c(O)c2)cc1 (stereo partly drawn)
  · | -3% | · | · | · | -1.9% | 23% | · | · | -5% | -0.7%
COc1ccccc1-c1cc(C(=O)N2CCN(c3ccccc3OC)CC2)no1
  0% | -4% | ? | ? | ? | -1.3% | -3% | 0% | 5% | -1% | 1.9%
Cc1cc(CNC(=O)C(C)Cc2ccccc2)nn1C (stereo not drawn)
  · | -1% | · | · | · | -1.7% | 28% | · | · | -1% | -0.2%
O=C(Nc1cccnc1N1CCOCC1)c1cc2ccccc2oc1=O
  -1% | -2% | i | i | i | -2.2% | -3% | 1% | -3% | 2% | 1.9%
O=C(c1ccc2c(c1)OCO2)N(CC1CCCO1)C1(C(=O)NC2CCCC2)CCCCC1 (stereo not drawn)
  -1% | -1% | i | i | i | 0.2% | ? | 7% | 12% | 1% | -0.2%
Cc1cc(C)nc(NC(=O)CSc2ccccn2)n1
  0% | 0% | i | i | ? | -0.5% | 1% | -7% | 0% | 0% | -1.2%
N#C/C(=C/c1ccc(N2CCCCCC2)o1)c1ccc(F)cc1
  3.2µM* | -14% | i | i | ? | 10% | -4% | 0% | 19% | -11% | -0.4%
N#CCSc1nc2[nH]ncc2c(=O)n1-c1ccccc1Br
  -2% | 0% | i | i | ? | 1.2% | 15% | · | 1% | 0% | -0.3%
COC(=O)Nc1ccc(S(=O)(=O)N2CCN(c3ccc(F)cc3)CC2)cc1
  0% | -1% | i | i | ? | -1.1% | 0% | 2% | 5% | -2% | 0.1%
CCc1ccccc1N=C1SCC(=O)N1C
  -1% | 0% | i | i | i | -1.0% | 3% | -1% | -6% | 0% | -0.8%
CCn1c(NCc2c[nH]c3ccccc23)nc2ccccc21
  -4% | -1% | i | i | i | 1.1% | -3% | 2% | 70%[activator] | 3% | -0.3%
Clc1ccc2nc(SCc3nnc(-c4ccccc4)o3)[nH]c2c1
  2% | -3% | i | i | i | -3.3% | 18% | -1% | · | -3% | -1.5%
CCC1CCCCN1C(=O)Nc1cccc(NC(=O)N2CCCCC2CC)c1 (stereo not drawn)
  3% | -5% | i | i | i | 0.6% | 2% | -8% | 20% | -3% | 1.0%
CC(C)CCNC(=O)c1ccc2c(c1)N(Cc1ccccc1)C(=O)CS2=O (stereo not drawn)
  0% | -3% | · | · | · | 0.1% | 0% | 0% | · | -1% | 0.1%
Cc1[nH]c2ccccc2c(=O)c1CN1CCCCC1
  -2% | 0% | · | · | · | -1.1% | 2%[11.4 µM] | -7%[9.17 µM] | 2%[7.66 µM] | -1% | -0.3%
CC1=C(C(=O)OCc2ccccc2)C(c2ccccn2)c2c(n(C)c(=O)n(C)c2=O)N1 (stereo not drawn)
  2% | -2% | 3.4e-08M* | 3.9e-08M* | ? | 2.2% | -6% | -3% | 10% | -1% | 0.6%
CC(=O)Nc1nc2ccccc2n1CCOc1ccccc1
  -3% | 0% | i | i | ? | 0.7% | 13% | 1% | 4% | 0% | -0.7%
Cc1cccc(-c2nc(C#N)c(N3CCCCCC3)o2)c1
  -4% | -2% | 8.1e-08M* | 9.2e-08M* | i | -4.1% | 23% | -8% | -17% | -3% | -1.2%
CSc1cc(C)nc(NC(C)=O)n1
  4% | 6% | i | i | i | 0.0% | 9% | 13% | -5% | -3% | 0.3%

# (cont.)
# Values in the order: Epigenetic mod | Casp7 inh | 4-MU autofl | A350 autofl | Fluorescein fluor | BRCT inh green | HEK293 cAMP ctrl | Ub-GFP proteasome | USP2a inhib | Caspase-1 inhib | BRCT PPI red
O=C(C1CCC(Cn2c(=S)[nH]c3ccccc3c2=O)CC1)N1CCOCC1 (stereo not drawn)
  -4% | -1% | i | i | i | 1.0% | ? | ? | -1% | 0% | 0.4%
O=c1cc(-c2ccc(O)cc2)oc2ccc(O)cc12
  · | 0% | · | · | · | 7.3% | · | · | 20% | 4% | 4.7%
O=C(Nc1ccncc1)c1c(F)cccc1F
  6% | -1% | i | i | i | -0.3% | -2% | 2% | -11% | -1% | -1.2%
CCC1(C(=O)OC)NC(c2ccco2)C2C(=O)N(c3ccc(C)cc3)C(=O)C21 (stereo not drawn)
  3% | -2% | i | i | ? | 0.6% | -3% | -1% | 19% | -2% | -0.2%
Cc1ccc(Cn2c(CN3CC(C)OC(C)C3)nc3c2c(=O)[nH]c(=O)n3C)cc1 (stereo not drawn)
  3% | 1% | i | i | i | -0.6% | 10% | -4% | 7% | 2% | 0.8%
COc1cc(OC)cc(C(=O)N2c3ccc(F)cc3CCC2C)c1 (stereo not drawn)
  -1% | -1% | i | i | i | -3.0% | 30% | -1% | -5% | -2% | 0.1%
